Glioma ERSR ind – inducers of ER stress response in human glioma cells | AID 602332 | Potency, µM, inactives show top-dose activation, hits mostly activators | hit rate 0.02% among 420,000 | U87-MG GRP78 promoter luciferase reporter, 16 h; active = well fitted activation curve with a large enough effect; also: potency is read from the fitted curve at half-maximal effect; series mostly up to about 76 µM; % of control where 0% means no effect; nearly all actives have a fitted effect of over 35% in size
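ERSR induction read as luciferase luminescence (Bright-Glo, 10 min at room temperature) in stably transfected human U87-MG glioma cells exposed to compounds for 16 h, using GRP78 as sensor.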
LDHA inh – blocks human lactate dehydrogenase A | P00338 | purified LDHA, NADH/diaphorase-resazurin fluorescence; stronger effect = lower value | activity change, % (values are at about 110 or 230 µM) | hit rate 0.15% among 480,000; in the data active = activity change below about -30%;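 also: plate controls were DMSO wells for no effect and wells without enzyme for full effect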
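Remaining NADH was detected by diaphorase (0.133 mg/mL) converting 37 µM resazurin to fluorescent resorufin, read at 0 and 20 minutes. The preceding 5-minute room-temperature reaction used 2 nM LDHA, 0.2 mM sodium pyruvate and 0.06 mM NADH at pH 7.4.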
Numbers without * were called inactive; & = joins results of further samples. Some of the compounds tested, so the mix of outcomes need not match the whole.

Sample of the layout, three compounds:
SMILES	Glioma ERSR ind	LDHA inh
COc1ccc2c(c1)CO[C@]21O[C@H](CCO)C[C@H](O)[C@H]1O	-1.1%	-8.5
CCc1nc2c(OCc3ccc(C(F)(F)F)cc3)cccn2c1N(C)C(=O)c1ccco1	1.9%	1.6
NC(CO)c1csc(Nc2ccc(C(F)(F)F)cn2)n1 (configuration not stated)	-0.2%	-6.4

Main list, previewed entries included:
SMILES	Glioma ERSR ind	LDHA inh
COc1ccc2c(c1)CO[C@]21O[C@H](CCO)C[C@H](O)[C@H]1O	-1.1%	-8.5
CCc1nc2c(OCc3ccc(C(F)(F)F)cc3)cccn2c1N(C)C(=O)c1ccco1	1.9%	1.6
NC(CO)c1csc(Nc2ccc(C(F)(F)F)cn2)n1 (configuration not stated)	-0.2%	-6.4
CC1(C(=O)NC2CCCC2)CCN1C(=O)Cc1ccc(-c2ccccc2)cc1 (configuration not stated)	-2.4%	-3.1
COCCNC(=O)C1CCCN(Cc2cccc(C(F)(F)F)c2)CC1 (configuration not stated)	-3.2%	-5.5
Clc1ccc2nc(C3CCCCC3)c(Cc3ccccc3)n2c1	-0.1%	-4.0
O=C(NCc1ccccc1)c1cc(C2CCCN(S(=O)(=O)c3ccccc3)C2)on1 (configuration not stated)	-2.4%	-2.5
COc1ccc(-c2ccc(C(=O)Nc3ccc(C(C)C)cc3)c3occc23)c(C)c1	-1.6%	-7.0
Cc1ccc(OCCN2CCC2(C)C(=O)Nc2ccc3c(c2)OCCO3)cc1 (configuration not stated)	-0.3%	-1.7
CC(=O)C1=CCC(c2cccc(Cl)c2)N(S(=O)(=O)c2ccc(C)cc2)C1 (configuration not stated)	-2.7%	-6.2
CCNC(=O)Nc1ccc2c(c1)c(=O)n(C)n2CC=C(C)C	3.3%	10.5
COc1ccc(S(=O)(=O)NCc2ccc(C(=O)NCCN(C)Cc3ccccc3)cc2)cc1	-1.4%	-2.8
CCc1nc2ccc(C(=O)NCc3ccc4c(c3)OCO4)cn2c1N(CCC(C)C)CCN(C)C	0.7%	-1.6
COCCNC(=O)C1CCCN(C(=O)c2ccc3ccccc3n2)CC1 (configuration not stated)	-0.3%	-6.6
Cc1ccc(NC(=O)C2c3ccccc3-c3ccccc32)cc1	-2.2%	-5.7
Cc1nc(C(F)(F)F)ccc1C(=O)N1CCC1(C)C(=O)NS(=O)(=O)c1ccccc1Cl (configuration not stated)	0.2%	-1.4
CN(C)c1ccc(CNC(=O)CC[C@H]2O[C@@H](n3cnc4c(NC(=O)c5ccccc5)ncnc43)[C@H](O)[C@@H]2O)cc1	-4.2%	3.2
Cc1nc2c(OCc3ccc(C#N)cc3)cccn2c1N(C)C(=O)CCC1CCCC1	-2.0%	2.0
CCCCN(C=O)c1c(CC)nc2c(OCc3ccc(Cl)cc3Cl)cccn12	2.7%	5.5
CC1(C(=O)NCc2ccccc2Br)CCN1Cc1ccc(-c2ccccc2)o1 (configuration not stated)	-2.3%	1.2
CCCCOc1ccc(S(=O)(=O)NC(=O)C2(C)CCN2C(=O)c2c(C)noc2C)cc1 (configuration not stated)	-2.5%	-4.4
O=c1ccn([C@@H]2O[C@H](CNCc3cccc4c3sc3ccccc34)[C@@H](O)[C@H]2O)c(=O)[nH]1	-2.7%	-16.2
O=S1(=O)CC(N2CCC(Cc3ccccc3)CC2)CN1Cc1ccccc1 (configuration not stated)	0.5%	-4.8
O=C(Nc1ccc(N2CCOCC2)cc1)c1csc([C@@H]2C[C@H](O)[C@@H](CO)O2)n1	-3.0%	2.0
NC(Cc1ccc(F)cc1)c1csc(Nc2ccc(C(=O)NCCCO)cn2)n1 (configuration not stated)	-2.0%	-3.8
CC1(C(=O)NS(=O)(=O)c2cccc(OC(F)F)c2)CCN1C(=O)c1cccc(F)c1 (configuration not stated)	-3.1%	-7.7
C[C@@H]1CN([C@H](C)CO)C(=O)CCCn2cc(nn2)CO[C@H]1CN(C)C(=O)C1CCCCC1	-1.7%	-5.1
Clc1ccccc1Nc1nc(NCC2CC2)nc2ccsc12	-4.6%	-6.6
NC(Cc1ccc(Cl)cc1)c1csc(Nc2nccc(C(F)(F)F)n2)n1 (configuration not stated)	-9.6%	-3.7
COc1cc(C(O)c2nc(-c3ccccc3)cs2)ccc1F (configuration not stated)	-0.9%	29.7
CCCCn1c(O)c2n(c1=O)Cc1ccccc1N=C2c1ccccc1	2.5%	0.9
CC1(C(=O)NS(=O)(=O)c2cccs2)CCN1C(=O)C1(c2ccc(Cl)cc2)CC1 (configuration not stated)	0.0%	-1.6
CC1(C(=O)NCC2CC2)CCN1C(=O)C/C=C/c1ccccc1 (configuration not stated)	-5.7%	-5.3
FC(F)(F)Oc1ccccc1C(c1nnnn1-c1ccc2c(c1)OCCO2)N1CCN(C/C=C/c2ccccc2)CC1 (configuration not stated)	-5.5%	-4.6
Clc1cccc(-c2nc3ccc(Cl)cn3c2Cc2ccccc2)c1	4.0%	-5.2
COc1ccc(OC)c(NC(=O)Nc2nc(C(N)C(C)C)cs2)c1 (configuration not stated)	-1.9%	-4.4

Single records, as listed above.
`C[C@@H]1CN([C@H](C)CO)C(=O)CCCn2cc(nn2)CO[C@H]1CN(C)C(=O)C1CCCCC1` is listed as Glioma ERSR ind = -1.7%; LDHA inh = -5.1
`COc1ccc(OC)c(NC(=O)Nc2nc(C(N)C(C)C)cs2)c1` (configuration not stated) is listed as Glioma ERSR ind = -1.9%; LDHA inh = -4.4

Additional entries
SMILES	Glioma ERSR ind	LDHA inh
CC1(C(=O)NS(=O)(=O)c2ccccc2OC(F)(F)F)CCN1C(=O)c1ccccc1 (configuration not stated)	-2.9%	-10.5
C#Cc1ccc(NC(=O)C2(C)CCN2C(=O)CC(c2ccccc2)c2ccccc2)cc1 (configuration not stated)	-3.1%	-0.3
CN(C)c1ccc(CN2CCC(C(=O)NC(c3ccc(F)cc3)c3ccc4ccccc4n3)CC2)cc1 (configuration not stated)	-4.1%	0.1
CCCS(=O)(=O)NC(=O)C1(C)CCCN(C(=O)c2sccc2C)C1 (configuration not stated)	-2.2%	-6.1
O=S1(=O)CC(N2CCC(Cc3ccccc3)CC2)CN1Cc1ccc(F)cc1 (configuration not stated)	-4.9%	-5.8
N#CCCN(Cc1ccccc1)C(CCc1ccccc1)C(=O)NC1CCCCC1 (configuration not stated)	-1.2%	-3.1
COc1cccc(-c2cnc3c(NC(C)=O)cc(-c4ccsc4)cn23)c1	15.5%	7.1
CC1(C(=O)NS(=O)(=O)Cc2cccc(Cl)c2)CCN1C(=O)CCc1ccccc1 (configuration not stated)	-1.6%	-9.5
COc1ccccc1Cc1c(-c2ccco2)nc2c(C)cc(Br)cn12	-12.1%	5.9
O=C(NCc1cc(Cl)cc(Cl)c1)c1ccc2nc([C@@H]3O[C@H](CO)[C@@H](O)[C@H]3O)[nH]c2c1	-3.6%	-0.9
O=C(Nc1cccc(C(F)(F)F)c1)Nc1nnc([C@H]2C[C@H](O)[C@@H](CO)O2)s1	-3.7%	-23.5
CCc1nc2ccc(C(=O)N(CC)CCN(C)C)cn2c1N(C)CCCc1ccccc1	-2.6%	-0.8
COc1cc(NCC2COc3c(ccc(OC)c3OC)C2=O)c([N+](=O)[O-])cc1OC (configuration not stated)	-2.1%	13.3
O=C(CN1C(=O)c2ccccc2C1=O)C(O)CN1C(=O)c2ccccc2C1=O (configuration not stated)	-1.6%	-6.5
COc1ccc(C(O)c2ncc(-c3ccccc3Cl)[nH]2)cc1 (configuration not stated)	4.2%	-6.1
CCCNC(=O)c1cc2c(c(-c3cccc(-c4ccc(F)cc4)c3)n1)[C@@H](CCO)N(S(=O)C(C)(C)C)C2 (some centres not stated)	-3.2%	-1.9
OCCN(Cc1ccccn1)Cc1ccccn1	-3.7%	33.3
CCOC(=O)C1=CCN(S(=O)(=O)c2ccc(C)cc2)C1c1ccccc1F (configuration not stated)	-2.8%	-4.8
CC(=O)Nc1ccc(-c2ccnc3c2CC(C)(C(=O)Nc2ccc(Cl)cc2)O3)cc1 (configuration not stated)	-6.2%	-6.7
O=C(NC(Cc1cn(Cc2ccccc2)cn1)C(=O)O)OCC1c2ccccc2-c2ccccc21 (configuration not stated)	-1.3%	-5.9
O=C(Nc1ccc(Oc2ccccc2)cc1)c1csc([C@@H]2O[C@H](CO)[C@H](O)[C@H](O)[C@H]2O)n1	0.5%	-4.3
O=C(c1ccccc1)c1sc(Nc2ccc3c(c2)OCO3)nc1-c1ccccc1	0.2%	5.9
C=C1C(=O)[C@]23C[C@H]1CC[C@H]2[C@]1(C)[C@@H](OC(C)=O)CC[C@@](C)(C(=O)O)[C@H]1C[C@@H]3O	-12.8%	-7.3
CC1(Cc2cc(Cl)ccc2C(F)(F)F)C(=O)Nc2cc(-c3ccccc3Cl)ccc21 (configuration not stated)	-1.8%	3.7
CCCc1nc2ccc(C)cn2c1Cc1cccc(Cl)c1	-1.4%	3.3
CCCNC(=O)C1(C)CCCN(C(=O)c2ccc(OC(F)F)cc2)C1 (configuration not stated)	-4.6%	-0.1
C[C@H](O)[C@@H]1CN2CCc3c([nH]c4ccccc34)[C@@H]2C[C@@H]1N(C)C(=S)Nc1ccc(C#N)cc1	-3.8%	-1.8
Cc1ccc(C(O)c2ncc(-c3cccc4ccccc34)[nH]2)c(C)c1 (configuration not stated)	-4.1%	-6.6
Cc1ccc(Cn2c(C)c(C(=O)NCC(C)C)sc2=O)cc1	0.7%	-8.0
CC(=O)Nc1cc(-c2ccccc2F)cn2c(-c3cccc(C(F)(F)F)c3)cnc12	10.5%	3.1
Cc1ccc(NC(=O)C2(C)CCN2CCc2ccccc2)cc1O (configuration not stated)	-5.0%	-3.2
CC(C)n1c(=O)c2ccccc2n1C(=O)c1ccccc1	-3.5%	-3.8
COc1cccc(-c2cnc(C(O)c3ccc(C)cc3)[nH]2)c1 (configuration not stated)	1.9%	-1.8
CCC(c1nnnn1Cc1ccccc1)N1CCN(C/C=C/c2ccccc2)CC1 (configuration not stated)	9.8%	0.6
CC(C)(C)c1nc2ccc(Cl)cn2c1CC1CCCCC1	-0.6%	-3.9
O=C(NC1CCN(Cc2ccccc2)CC1)c1[nH]c(C(F)(F)F)nc1-c1ccccc1	-6.3%&-1.4%	-3.7&2.2
CC1(C(=O)NCc2ccccc2)Cc2c(-c3ccc4c(c3)OCO4)ccnc2O1 (configuration not stated)	-5.4%	-5.3
CCc1nc2c(OCc3ccc(F)c(F)c3)cccn2c1N(C)C(=O)c1ccc(C)cc1	-0.2%	6.5
CCOC(=O)C1CCCN(C(=O)c2ccc(F)c(C)c2)CC1 (configuration not stated)	-3.1%	-1.9
Oc1ccc(C[C@H]2CN([C@@H](Cc3ccccc3)CN3CCC[C@@H]3CN3C(=S)NC[C@@H]3Cc3ccccc3)C(=S)N2CC2CCCCC2)cc1	5.1%	-13.0
CC(=O)Nc1cc(-c2ccc(C(=O)N3CCOCC3)cc2)cn2c(-c3cccc(C(F)(F)F)c3)cnc12	1.3%	0.4
COc1ccc(CC(N)c2csc(Nc3nc(C)cnc3C)n2)cc1 (configuration not stated)	-1.7%	5.7
Cc1nc2ccc(C(=O)Nc3cccc(OCC(=O)N(C)C)c3)cn2c1N(C)CC1CCCCC1	-8.5%	0.8
CC(C)(C)S(=O)N1Cc2cc(C(=O)Nc3ccc(-c4ccccc4)cc3)nc(-c3cccc(-c4cc5ccccc5o4)c3)c2[C@@H]1CCO (some centres not stated)	-6.7%	-9.3
CCc1ccc2c(F)cccc2n1	-3.6%	-1.1
CN(Cc1ccccc1)C(=O)c1ccc2sc([C@H]3C[C@H](O)[C@@H](CO)O3)nc2c1	-1.9%	-13.4
Cc1ccccc1S(=O)(=O)NC(=O)C1(C)CCN1C(=O)CCc1cccs1 (configuration not stated)	-2.4%	-7.4
CCOC(=O)C1=CCN(S(=O)(=O)c2ccccc2C)C1c1cccc(C)c1 (configuration not stated)	-2.4%	-3.0
CCCc1nc2ccc(C)cn2c1Cc1ccccc1OC	-1.1%	-3.9
CC1(C(=O)Nc2ccccc2Cc2ccccc2)CCN1CCc1ccccc1 (configuration not stated)	3.2%	3.1
CC1(C(=O)NS(=O)(=O)c2ccc3c(c2)CCO3)CCN1C(=O)c1ccccc1CCc1ccccc1 (configuration not stated)	0.4%	-3.1
COc1ccc(Cc2c(-c3ccccc3)nc3ccc(Br)cn23)c(C)c1	1.8%	1.9
C=C(C)Cn1c2ccc(NC(=O)CCc3cccc(Cl)c3)cc2c(=O)n1C	2.0%	2.7
CCNC(=O)C1(C)CCCN1Cc1ccccc1Cl (configuration not stated)	-3.5%	-12.8
CN(C)CCNC(=O)C1(C)Cc2c(-c3cccc(C(F)(F)F)c3)ccnc2O1 (configuration not stated)	-0.5%	-5.3
COc1cccc(CNc2nc(NC(C)C)nc3ccsc23)c1	-3.2%	-5.2
Brc1ccc2nc(C3CCCCC3)c(Cc3ccccc3)n2c1	6.7%	-2.5
COc1ccc(CNC(=O)C2Cc3c(-c4ccccc4)ccnc3O2)cc1OC (configuration not stated)	2.4%	0.3
OC(c1ccc(Cl)c(F)c1)c1ncc(-c2ccc(F)cc2)[nH]1 (configuration not stated)	0.2%	-6.2
COc1cc(Cl)ccc1OC1(C)CCN(Cc2cccc(OC)c2OC)C1 (configuration not stated)	-4.1%	-3.5
CC(C)C(=O)N1CCC1(C)C(=O)Nc1ccc(-n2cccc2)cc1 (configuration not stated)	-3.7%	-3.3
O=c1[nH]cnc2c1ncn2C1OC(CO)CC1F (configuration not stated)	0.4%	-7.3

Screening data deposited in PubChem by National Center for Advancing Translational Sciences (NCATS).
